From PubChem BioAssay
sPLA2-III inh = Inhibits HGIII-sPLA2 liposome hydrolysis, primary screen; inhibition, % at 12.2 µM; QFRET BODIPY PC-A2 liposome hydrolysis, fluorescence; AID 743126; 370,000 tested, 0.56% active; Q9NZ20;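 active means inhibition above mean plus 3 SD of compounds lying within the high and low control bounds, cut at about 19% in these data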;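 further: 0% = median of test compound wells and 100% = no enzyme DMSO wells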
ASAP1 GAP inh = blocks human ASAP1-stimulated Arf1 GTP hydrolysis | AID 624377 | 360,000 tested, 0.19% active | GDP FP detection | Q9ULH1 | inhibition, % at 16.5 µM; in the data active means inhibition above about 25%;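 further: 0% = vehicle with enzyme and substrate and 100% = no enzyme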
FXN GAA850 act = activators of GAA850 frataxin (FXN) promoter. HEK293 lucGAA850 FXN promoter luciferase reporter, 24 h; percent of 10 µM SAHA response. activation, % at 6 µM. 360,000 tested, 0.56% active. AID 540364;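 active means activation above the average of all compounds screened plus 3 SD, cutoff fixed separately per campaign, cut at about 7.5% in these data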;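 further: 0% = DMSO wells and 100% = 10 µM SAHA wells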
GC-A act = GC-A (human) enzyme activation; P16066; HEK293 GC-A cells, cGMP TR-FRET, EC30 ANP; 0% at EC30 ANP, 100% saturating ANP; activation, % at 10 µM; 370,000 tested, 0.14% active; in the data active means activation above about 40%
ARFGAP1 inh = inhibitors of rat ARFGAP1; Q62848; Arfgap1-stimulated ARF1 GTP hydrolysis, GDP FP detection; 360,000 tested, 0.26% active; inhibition, % at 16.5 µM; AID 651572;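 active means inhibition above a per-plate limit, mean inhibition of low control wells plus 3 SD, cut at about 25% in these data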;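 further: 0% = DMSO wells with enzyme and 100% = wells lacking Arfgap1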
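Repeats: one replicate per compound; assay system: rat Arfgap1 catalytic domain, aa 1-136; times: enzyme reaction 120 min at 25 °C after 20 min preincubation; detection: FP of antibody-bound GDP Alexa 633 tracer, ex 620/em 688 nm; benchmarks: high control wells lacking Arfgap1, low control full reaction with DMSO; reagent: human ARF1(Δ1-17)-GTP substrate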
rCAG binder = binds r(CAG) RNA repeats | r(CAG) RNA repeat, TO-PRO-1 dye displacement fluorescence | inhibition, % at 3 µM | 370,000 tested, 1.3% active;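 active means inhibition above the plate cutoff, the mean of all test compounds on that plate plus 3 SD, cut at about 35% in these data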;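 further: 0% = DMSO alone and 100% = 100 µM mitoxantrone as full dye displacement; higher means more dye released from RNA so lower well fluorescence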
GC-B act = GC-B (human) receptor activation. P20594. HEK293-GC-B cells, CNP EC30, cGMP TR-FRET; 0% at EC30 CNP, 100% saturating CNP. activation, % at 10 µM. 370,000 tested, 0.11% active. AID 1920062;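 active means activation at 10 µM reaching about 35% in either raw or pattern-adjusted values, limit read from the data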
Target sequence (P20594 whole entry, looked up): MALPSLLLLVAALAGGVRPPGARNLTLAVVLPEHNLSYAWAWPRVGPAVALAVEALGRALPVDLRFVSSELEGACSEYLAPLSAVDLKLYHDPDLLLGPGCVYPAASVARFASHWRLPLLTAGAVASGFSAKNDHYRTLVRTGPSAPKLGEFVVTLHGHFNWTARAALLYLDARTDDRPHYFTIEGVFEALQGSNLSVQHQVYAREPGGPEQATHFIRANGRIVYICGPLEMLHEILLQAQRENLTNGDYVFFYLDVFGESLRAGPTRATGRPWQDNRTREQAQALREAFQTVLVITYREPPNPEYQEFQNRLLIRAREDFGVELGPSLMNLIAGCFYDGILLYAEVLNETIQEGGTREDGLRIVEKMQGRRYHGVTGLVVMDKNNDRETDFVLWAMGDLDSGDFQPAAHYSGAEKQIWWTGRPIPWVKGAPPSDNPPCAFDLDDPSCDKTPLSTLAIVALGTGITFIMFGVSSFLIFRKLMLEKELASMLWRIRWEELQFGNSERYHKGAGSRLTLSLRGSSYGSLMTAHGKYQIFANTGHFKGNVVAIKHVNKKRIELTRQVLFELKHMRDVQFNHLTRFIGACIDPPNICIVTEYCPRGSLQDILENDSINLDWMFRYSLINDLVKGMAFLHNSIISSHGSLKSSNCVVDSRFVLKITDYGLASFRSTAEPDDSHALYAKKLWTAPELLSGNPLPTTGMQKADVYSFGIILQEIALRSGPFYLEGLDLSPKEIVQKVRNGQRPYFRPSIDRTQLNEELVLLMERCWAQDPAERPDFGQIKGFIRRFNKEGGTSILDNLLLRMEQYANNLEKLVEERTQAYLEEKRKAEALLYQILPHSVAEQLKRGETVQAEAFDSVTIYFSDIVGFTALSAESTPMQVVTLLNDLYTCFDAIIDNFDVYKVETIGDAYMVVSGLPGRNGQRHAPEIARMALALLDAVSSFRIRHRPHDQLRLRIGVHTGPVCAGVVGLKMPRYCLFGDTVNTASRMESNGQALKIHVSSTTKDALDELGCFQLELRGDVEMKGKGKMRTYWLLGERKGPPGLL
DDE Tn6 FP inh = disrupts Tn6 cyclic peptide binding to fibrin D-Dimer-E complex; inhibition, % at 8.3 µM; 370,000 tested, 0.21% active; AID 720509; Fibrin DD(E) TRITC-Tn6 fluorescence polarization displacement;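 active means inhibition above a per-campaign cutoff: mean of compounds within control limits plus 3 SD, cut at about 15% in these data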;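 further: 0% = median of all compound wells on the plate and 100% = blocking peptide control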
ADAM10 inh = ADAM10 inhibition, QFRET primary screen; 370,000 tested, 0.62% active; AID 720582; recombinant ADAM10, EDANS/DABCYL FRET peptide cleavage, 3 h; inhibition, % at 7 µM;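 active means inhibition above a per-campaign cutoff equal to the mean of compounds falling between control-based bounds plus 3 SD, cut at about 20% in these data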;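 further: 0% = DMSO wells while the 100% control is not disclosed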
KLK7 zymogen act = activates the human kallikrein-7 zymogen; activation, % at 7 µM; P49862; AID 652039; 370,000 tested, 0.9% active; purified proKLK7, EDANS-DABCYL substrate fluorescence; 100% is mature enzyme control, 0% vehicle;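 active means activation above the mean of all tested compounds plus 3 SD, computed per campaign excluding outliers beyond control limits, cut at about 13% in these data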
* = called active by the depositor; . = not tested or not shown.

SMILES	sPLA2-III inh	ASAP1 GAP inh	FXN GAA850 act	GC-A act	ARFGAP1 inh	rCAG binder	GC-B act	DDE Tn6 FP inh	ADAM10 inh	KLK7 zymogen act
COc1ccc(C(=O)Nc2c(C)ccc3nsnc23)cc1[N+](=O)[O-]	-1	-21	3.5	4	-5	1	-2	1	-6	0.8
O=C(Nc1ccc(S(=O)(=O)Nc2ccc(F)cc2)cc1)c1ccc(CN2CCOCC2)cc1	-28	3	-3.3	-1	0	6	-1	-8	10	0.0
Nc1nnnn1/N=C/c1ccc(O)cc1	-3	7	-0.8	-1	-8	-4	-9	6	-51	-6.4
CC(C)NC(=O)c1ccc2nc([C@@H]3O[C@H](CO)[C@H](O)[C@H](O)[C@H]3O)[nH]c2c1	10	14	-1.0	2	3	0	-2	6	-7	1.0
COCCCNC(=O)c1cc(-c2cccnc2)nc2ccc(S(=O)(=O)N3CCCCCC3)cc12	1	5	0.7	-1	1	-1	0	-4	-8	-0.3
CC1(C)CC(NC(=O)c2c(N)no[n+]2[O-])CC(C)(C)N1	1	-4	3.1	1	10	0	7	-8	4	-0.2
COc1ccc(NC(=O)CSc2nc3ccccc3nc2N2CCCC2)cc1	-4	2	2.1	-3	-6	7	-6	7	-10	0.5
CCOC(=O)C1CCN(S(=O)(=O)CCNC(=O)c2ccc3c(c2)OCO3)CC1	-6	-6	-0.4	1	5	-1	-3	-9	3	0.3
Cc1cccc(C)c1NC(=O)C1c2ccccc2OCC(=O)N1CCc1ccccc1 (stereo not drawn)	5	-8	.	-6	5	2	-2	2	-8	0.8
OCCC1CN(Cc2cccn2-c2nccs2)CCN1Cc1ccccc1 (stereo not drawn)	-2	3	-1.6	-1	-2	-7	6	-2	9	0.7
Cc1nn(Cc2ccccc2Cl)c(C)c1C(=O)Nc1nnc(C2CC2)s1	-4	9	-6.8	1	-1	-3	9	0	5	-0.3
CCCc1cc(-c2[nH]ncc2-c2ccc(C(=O)OCC)o2)c(O)cc1O	-38	8	2.0	-8	24	13	-10	-3	-24	0.2
CC(C)(C)OC(=O)NCCc1nc(NC(=O)OCc2ccccc2)sc1C(=O)O	-1	-9	.	3	5	10	-4	0	-11	-0.5
CC(=O)c1cc(-c2ccc(F)cc2)n(CCC(=O)Nc2cccc(C)n2)c1C	-5	13	0.6	-4	0	-10	-2	-9	-2	0.5
COc1ccc(CCNC(=O)c2nnc(Cc3c(F)cccc3Cl)o2)cc1OC	-8	-2	-1.0	0	6	-7	3	5	-5	0.6
CCCCN1CC(=O)N2[C@H]3c4cc(Cl)ccc4OC[C@@H]3[C@H](c3ccccc3)[C@]2(C)C1=O	-4	-9	2.7	-8	-5	-4	-12	1	-1	0.2
CCN(CC)C(=O)C1(P(=O)(c2ccccc2)c2ccccc2)CCC1	0	10	0.9	2	3	-6	-3	0	-5	0.5
Cn1c(N2CCN(C(=O)NCc3ccccc3)CC2)nc2ccccc21	2	8	1.3	-2	-3	-7	0	-2	-3	0.2
O=C(c1ccc(Cl)cc1)C1CCN(C(=O)c2ccccc2)CC1	-6	-7	-0.6	-1	10	-5	-2	-4	2	0.0
COc1ccccc1-n1c(SCC(=O)Nc2cccc3ccccc23)nc(O)cc1=O	-6	-12	-1.5	-2	-2	48*	-1	-3	19	-0.7
OCCOCCn1c(C(CO)Nc2nc(-c3cccc(Br)c3)cs2)nc2ccccc21 (stereo not drawn)	-16	10	0.2	-5	8	2	-10	-4	2	1.0
Cc1noc(C)c1S(=O)(=O)N(CC(=O)NC1CCC(C)CC1)c1ccc(C(C)C)cc1 (stereo not drawn)	-1	3	-1.6	-6	-12	0	0	-3	4	0.0
COc1cccc(C2c3[nH]c4ccccc4c3C[C@H]3C(=O)N(CCCOC(C)C)CC(=O)N23)c1 (stereo partly drawn)	-4	-6	1.5	-5	-1	-2	3	3	-6	0.7
Cc1cc(NC(=O)CCC(=O)N(CC(=O)NC2CCCC2)c2ccc3c(c2)OCCO3)no1	0	-7	0.2	0	-4	-1	1	-8	2	0.7
CC1CCN(c2c(NCC3CCC(C(=O)NCCc4ccccc4)CC3)c(=O)c2=O)CC1 (stereo not drawn)	3	-17	1.0	-1	2	3	-5	5	-2	-0.3
SMILES	sPLA2-III inh	ASAP1 GAP inh	FXN GAA850 act	GC-A act	ARFGAP1 inh	rCAG binder	GC-B act	DDE Tn6 FP inh	ADAM10 inh	KLK7 zymogen act
O=C(/C=C/c1ccccc1[N+](=O)[O-])c1ccc(F)cc1	4	5	8.5*	4	1	-2	8	3	-5	-0.8
CN(C)C(=O)COC(=O)[C@H](Cc1ccccc1)NC(=O)c1ccco1	6	5	-2.7	-2	-11	-1	0	-1	-4	-0.3
Cc1nc2nc(CCc3ccccc3)nn2c(C)c1Cl	-3	9	0.8	0	0	-2	-2	1	1	0.0
COC(=O)N/N=C/c1ccccc1OCCOc1ccc(OC)cc1	5	8	0.6	4	-7	-4	-1	-3	6	0.2
Cc1ccc(NC(=O)C2CC3CCC2C3)c(Br)c1 (stereo not drawn)	6	10	4.1	-2	-15	3	0	-2	1	0.2
O=C(Nc1nc2ncccn2c1-c1ccc(F)cc1)c1ccc(F)cc1	2	.	.	0	.	-1	-3	6	-194	4.4
CN(Cc1ccccc1)C(=O)c1ccc2nc([C@H]3C[C@H](O)[C@@H](CO)O3)[nH]c2c1	15	4	-1.7	0	7	3	0	-5	-12	-0.2
CN1C(=O)C(O)(CC(=O)/C=C/c2ccco2)c2ccccc21 (stereo not drawn)	14	12	0.9	2	10	4	-7	2	6	0.0
O=C1NC(NS(=O)(=O)c2ccccc2)(C(F)(F)F)C(=O)N1CCc1ccccc1 (stereo not drawn)	-4	-17	2.2	-3	-4	5	2	8	10	0.1
CCCc1cc(C(=O)NNC(=S)NCC2CCCO2)cs1 (stereo not drawn)	23*	6	1.0	6	4	-3	-1	-7	-9	-0.7
CCN(Cc1ccccc1)C(=S)NC(=O)c1ccccc1Br	13	-11	0.9	3	-3	4	-5	2	1	-0.3
NC(=O)CN1CCOCCOCCOCCOCCOCC1	-4	6	1.2	3	-10	0	-3	-13	0	0.3
CCOC(=O)CC1=NC(=O)CS1	1	-6	-0.5	5	-1	-1	2	-7	-9	-0.1
CCCN1Cc2cccc(C(=O)Nc3ccc4c(c3)OCO4)c2C1=O	1	14	3.6	3	-4	-4	-7	3	-2	-0.1
COc1ccc(CNC(=O)CN2CCC(NC(=O)c3ccc(OC)cc3)CC2)cc1	2	1	-0.5	-3	-2	-2	3	-5	-1	0.2
COc1ccc(C(=O)OCCN2CCN(C3CN(Cc4cn(Cc5ccccc5C(F)(F)F)nn4)S(=O)(=O)C3)CC2)cc1OC (stereo not drawn)	0	.	.	-1	.	0	-1	-4	2	0.5
COc1ccc(Cc2noc(CN3CCC(c4ccncc4)CC3)n2)cc1OC	7	-6	0.7	3	2	-6	0	3	2	-0.2
Cc1nc2c(C#N)c(-c3ccc(Cl)cc3)ccn2n1	0	2	4.0	3	4	-3	-5	-3	-24	0.1
O=[N+]([O-])c1cccc2ccc(/C=C/c3cccc(Br)c3)nc12	2	-2	4.4	-5	4	18	0	2	8	0.1
COCCNC(=O)C(c1ccc(F)cc1)N(CCOC)C(=O)CCC(=O)Nc1ccccn1 (stereo not drawn)	0	7	1.4	3	-5	-3	5	1	2	0.3
CC(=O)c1ccc(NC(=O)C(C)Sc2nnnn2C)cc1 (stereo not drawn)	-1	-9	-0.8	1	-5	-2	1	6	-5	-0.9
c1ccc2c(c1)CC(CN1CCNCC1)O2 (stereo not drawn)	1	-11	1.0	-1	2	0	-1	12	4	-0.1
C/C(CC(=O)Nc1ccc(OCc2ccccc2)cc1)=N\NC(=O)C(=O)Nc1ccc(C)c(Cl)c1	-4	19	0.9	1	13	1	-1	7	-3	-0.2
CSc1nc(N)nc(SCC(=O)CC(=O)OC(C)C)c1C#N	-24	1	0.0	-2	-5	4	0	4	-9	0.3
Cn1c(=O)c2c(nc(N3CCOCC3)n2C)n(C)c1=O	4	-9	1.5	1	3	3	-6	-2	2	-0.5

Structures from the list above with a furan ring, fused or not:
SMILES	sPLA2-III inh	ASAP1 GAP inh	FXN GAA850 act	GC-A act	ARFGAP1 inh	rCAG binder	GC-B act	DDE Tn6 FP inh	ADAM10 inh	KLK7 zymogen act
CCCc1cc(-c2[nH]ncc2-c2ccc(C(=O)OCC)o2)c(O)cc1O	-38	8	2.0	-8	24	13	-10	-3	-24	0.2
CN(C)C(=O)COC(=O)[C@H](Cc1ccccc1)NC(=O)c1ccco1	6	5	-2.7	-2	-11	-1	0	-1	-4	-0.3
CN1C(=O)C(O)(CC(=O)/C=C/c2ccco2)c2ccccc21 (stereo not drawn)	14	12	0.9	2	10	4	-7	2	6	0.0

Next section.
SMILES	sPLA2-III inh	ASAP1 GAP inh	FXN GAA850 act	GC-A act	ARFGAP1 inh	rCAG binder	GC-B act	DDE Tn6 FP inh	ADAM10 inh	KLK7 zymogen act
CCCCn1c(SCC(=O)N2CCCC2)nc2cc(S(N)(=O)=O)ccc21	8	7	-1.1	-4	-1	0	0	5	-5	0.4
CCOC(=O)Nc1cccc(Nc2ccccc2)c1	-5	-4	1.0	3	-1	0	2	1	-2	-0.3
O=C(Cn1cnc2cc([N+](=O)[O-])ccc2c1=O)NCc1ccccc1	-3	-1	1.4	-6	7	12	2	-1	-12	-0.5
COc1ccc(-n2cnc3cc(C(=O)NCC4CCCO4)ccc32)cc1 (stereo not drawn)	2	-8	0.8	2	-8	-5	3	-1	-3	-0.1
O=C(O)/C=C/c1ccc(S(=O)(=O)NCc2ccco2)cc1	7	4	1.7	4	4	3	4	2	4	0.6
O=C(O)c1ccc(-n2c(/C=C/c3cccc([N+](=O)[O-])c3)nc3ccccc3c2=O)cc1	5	8	-0.3	4	19	4	-2	4	-2	0.1
Cc1ccc(-n2c(SCC(=O)NCc3ccco3)nc3sc(C)c(C)c3c2=O)cc1	-4	9	0.6	3	-2	-2	5	6	1	-1.6
COc1ccc(C2CC=C(C(=O)O)C(c3ccccc3F)N2S(=O)(=O)c2ccc(C)cc2)cc1OC (stereo not drawn)	-7	.	.	2	.	24	-4	-1	-4	0.1
CCn1c(N2CCC(C)CC2)nc2c1c(=O)n(C)c(=O)n2C	26*	15	2.2	5	-4	-6	1	-1	-8	0.8
O=C(O)c1cccc(Nc2cc(Cl)c3nonc3c2[N+](=O)[O-])c1	6	9	1.4	1	3	4	1	-2	10	0.1
CCOC(=O)C1=C(C)Nc2nc(SCC)[nH]c(=O)c2C1c1ccncc1 (stereo not drawn)	0	1	-0.7	0	13	-5	-2	-5	-12	0.2
Cc1ccc2c(CC(=O)NCC3COc4ccccc4O3)coc2c1 (stereo not drawn)	-12	1	-0.3	-2	-1	3	-1	6	3	-0.2
O=C(COC(=O)c1c(Cl)cccc1Cl)NC1CCCCCCC1	-12	0	0.6	-2	15	-3	4	5	7	0.0
C/C(=N\Nc1nc(C)c(C)s1)c1ccc([N+](=O)[O-])cc1	2	1	0.9	4	1	6	-7	8	-6	-0.4
C=CC[C@@H]1Cc2c(Br)ccc(Br)c2[C@@H](CC=C)N1	15	-4	1.9	-15	-6	-6	-7	-1	-48	-0.2
Oc1ccc(O)c(Cc2nc3ccccc3s2)c1	-4	10	4.6	0	16	10	4	4	10	-0.8
